# Assay outcomes from PubChem.
# UBC13 polyUb: inhibitors of human UBC13 polyubiquitin chain formation | AID 485273 | TR-FRET | inhibition, % at 20 µM | 330,000 tested, 0.47% active; in the data active = inhibition above about 45%, passing the limit was not always enough
# Target sequence (P61088 whole entry, looked up): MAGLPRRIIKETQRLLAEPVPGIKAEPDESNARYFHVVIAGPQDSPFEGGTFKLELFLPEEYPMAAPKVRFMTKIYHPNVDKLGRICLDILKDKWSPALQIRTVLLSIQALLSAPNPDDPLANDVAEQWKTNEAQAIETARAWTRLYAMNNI
# SENP8 block-1: inhibitors of human SENP8 protease; Q96LD8; recombinant SENP8, Nedd8 substrate fluorescence; inhibition, % at 20 µM; AID 602440; 360,000 tested, 0.64% active; in the data active = inhibition mostly above about 40%, no sharp cut-off; inactive = mostly below about 27%
# SENP1 inh: blocks the human SENP1 SUMO protease catalytic domain; inhibition, % at 10 µM; 360,000 tested, 0.21% active; Q9P0U3; recombinant SENP1 catalytic domain, CyPet-SUMO1-YPet FRET cleavage;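 active = inhibition at least 30% at 10 µM, raw YFP signal under a set limit, fluorescence ratio 0.5 to 1.5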;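 also: 0% = enzyme with DMSO and 100% = no enzyme wells; some results filed as inactive read as strong as hits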
#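 Test system: recombinant human SENP1 catalytic domain, His6-tagged / Medium: pH 8 Tris buffer with EDTA, NaCl, BME, BSA, NP40, catalase / Also added: SUMO1 FRET substrate flanked by Cypet and Ypet, 25 nM / Times: 50 min reaction at room temperature / Signal: FRET, CFP and YFP emission / Control set: no-enzyme low control and enzyme-plus-DMSO high control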
# SENP6 block: SENP6 protease inhibition | Recombinant SENP6 catalytic domain, aminoluciferin luminescence | 330,000 tested, 1.8% active | inhibition, % at 10 µM | AID 2599 | Q9GZR1;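 active = inhibition above about 50% at the single tested dose, limit read from the data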;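 also: plate controls were DMSO wells with enzyme for no effect and DMSO wells lacking enzyme for full effect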
# SENP7 block: blocks the human protease SENP7 | inhibition, % at 5 µM | 330,000 tested, 1.5% active | recombinant SENP7, Z-RLRGG-aminoluciferin luminescence, 40 min | Q9BQF6;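 active = inhibition above about 50% at the single test dose, limit read from the data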;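 also: plate controls were DMSO with enzyme for no effect and no enzyme buffer wells for full effect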
# HKDC1 inh: inhibitors of human hexokinase HKDC1 | Q2TB90 | recombinant HKDC1, G6PDH/diaphorase resazurin coupled fluorescence | inhibition, % at 20 µM | 340,000 tested, 0.16% active | AID 493160;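 active = inhibition above about 35% when tested at 20 µM, limit read from the data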;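 also: plate controls were DMSO wells with enzyme for no effect and DMSO wells lacking enzyme for full effect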
# Target sequence (Q2TB90 whole entry, looked up): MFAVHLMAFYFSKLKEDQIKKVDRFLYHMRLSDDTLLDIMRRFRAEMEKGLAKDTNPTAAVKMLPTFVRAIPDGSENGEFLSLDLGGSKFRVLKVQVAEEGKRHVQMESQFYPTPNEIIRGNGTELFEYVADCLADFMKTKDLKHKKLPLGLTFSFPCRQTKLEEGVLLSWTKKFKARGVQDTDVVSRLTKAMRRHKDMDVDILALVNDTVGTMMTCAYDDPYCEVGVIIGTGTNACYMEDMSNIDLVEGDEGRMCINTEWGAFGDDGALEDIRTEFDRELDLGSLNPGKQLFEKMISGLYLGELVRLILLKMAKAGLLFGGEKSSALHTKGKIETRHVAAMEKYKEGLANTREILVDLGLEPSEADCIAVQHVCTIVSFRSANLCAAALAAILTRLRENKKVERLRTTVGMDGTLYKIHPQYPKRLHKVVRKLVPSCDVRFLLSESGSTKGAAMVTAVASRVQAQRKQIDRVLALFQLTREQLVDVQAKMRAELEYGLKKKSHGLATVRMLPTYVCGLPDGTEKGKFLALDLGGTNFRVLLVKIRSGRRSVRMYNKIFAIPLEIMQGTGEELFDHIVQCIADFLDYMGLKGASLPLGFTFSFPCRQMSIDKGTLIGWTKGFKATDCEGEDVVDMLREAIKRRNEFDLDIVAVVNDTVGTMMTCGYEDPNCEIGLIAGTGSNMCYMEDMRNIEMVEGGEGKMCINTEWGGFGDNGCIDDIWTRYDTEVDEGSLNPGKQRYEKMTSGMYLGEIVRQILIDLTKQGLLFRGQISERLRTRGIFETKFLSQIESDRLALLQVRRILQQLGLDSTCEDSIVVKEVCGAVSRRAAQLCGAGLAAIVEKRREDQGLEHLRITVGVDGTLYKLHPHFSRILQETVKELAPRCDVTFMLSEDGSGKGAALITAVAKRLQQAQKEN
#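 Assay system: in-house recombinant HK5 (HKDC1) enzyme. Input: HKDC1 at 5 µg/mL. Medium: Tris pH 8.0 buffer with MgCl2, Tween-20, BSA, BME. Dosing: single 20 µM dose. Schedule: 90 min reaction incubation at room temperature, dark. Signal: resazurin-to-resorufin fluorescence via G6PDH and diaphorase coupling, 525/613 nm. Controls: DMSO-enzyme wells negative, buffer-substituted wells positive.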
# PfG6PD inh: PfG6PD (Plasmodium falciparum) enzyme inhibition; inhibition, % at 20 µM; 350,000 tested, 0.78% active; PfGluPho enzyme, NADPH resazurin-diaphorase fluorescence;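 active = inhibition reaching at least a set limit at 20 µM in the primary screen, cut at about 59% in these data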;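 also: 0% = DMSO wells with substrate and 100% = DMSO wells lacking glucose-6-phosphate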
# beta cell repl: induces beta-cell replication in MIN6 cells; MIN6 cells proliferation, ATPlite luminescence, 48 h; cells starved in 0.2% serum; 100% = growth in 10% serum; AID 2380; proliferation, % at 10 µM; 330,000 tested, 0.29% active;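 active = compounds whose signal lies at least 3.5 SD above the mean of all wells on their plate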;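 also: 0% = DMSO-treated cells in low-serum medium and 100% = 10% serum control; some compounds called inactive have numbers as strong as hits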
# SENP8 block-2: SENP8 protease inhibition. AID 2540. purified SENP8, Z-RLRGG-aminoluciferin cleavage, luminescence. inhibition, % at 10 µM. 330,000 tested, 1.2% active. Q96LD8; in the data active = inhibition above about 50%
# * marks the source's active call; other numbers are inactive results; . = not tested or not shown.
SMILES,UBC13 polyUb,SENP8 block-1,SENP1 inh,SENP6 block,SENP7 block,HKDC1 inh,PfG6PD inh,beta cell repl,SENP8 block-2
N#Cc1sc2nccc(Nc3ccccc3)c2c1N,-7,-395,-8,-9,9,0,8,0,1
COc1ccc(OC)c(/C=N/NC(=O)CCCC(=O)Nc2cccc(Br)c2)c1,11,-293,3,-3,1,6,75*,-2,-5
Cc1cccc(CSc2nc3c(c(-c4cccs4)c2C#N)CN(C)CC3)c1,-1,40*,18,-3,1,-3,8,-5,6
Nc1ccc(S(=O)(=O)NN=Cc2ccccc2[N+](=O)[O-])cc1,.,10,0,.,.,-3,9,.,.
O=C(COC(=O)c1nc(Cl)ccc1Cl)Nc1ccc(Cl)cc1,5,-6,1,-4,-1,4,-6,-1,-4
Cc1nn(-c2ccccc2)c(-c2ccccc2)c1C(=O)O,0,8,0,-1,6,-2,-2,-2,4
CCCCN(C)C(=O)CS(=O)(=O)Cc1nc(-c2cccc(OC)c2)oc1C,1,10,1,-10,4,-1,-13,-3,3
COc1ccc(CCN2CC(C(=O)NCCc3ccc(C)cc3)CC2=O)cc1OC (stereo not drawn),8,11,4,-12,7,-2,7,1,7
C[N+]1(C)CCC(=C2c3ccccc3CC(=O)c3sccc32)CC1,-30,75*,-3,36,14,2,26,-3,3
O=C(COc1ccccc1)NCC1(N2CCCCC2)CCCCC1,-4,25,-1,-27,-6,-5,-12,-3,-9
CC1(C)CN(c2ccc(C(=O)c3ccccc3)cc2)C1=O,4,4,-1,2,-4,-9,22,7.8*,-4
CN(C(=O)CSc1nc2sc3c(c2c(=O)n1C)CCC3)C1CCS(=O)(=O)C1 (stereo not drawn),-5,1,4,5,1,-5,16,2,-5
CCOc1ccc(CN(C)C(=O)c2ccc(S(=O)(=O)N(C)c3ccccc3OC)cc2)cc1,-3,10,1,-1,-7,-2,6,-7,-7
O=C(NN1C(=O)C2C3C=CC([C@@H]2C1=O)C31CC1)c1ccccc1 (stereo partly drawn),6,18,-1,-14,-6,-6,14,1,-1
CCc1ccc(N2CC(C(=O)Nc3cc(C)on3)CC2=O)cc1 (stereo not drawn),-11,10,-1,9,1,-4,-2,-2,0
CCOC(=O)c1cc(S(=O)(=O)N2CCN(C3CCCCC3)CC2)cn1C,-1,11,1,9,-2,-4,-2,4,6
CSc1ccccc1NC(=O)c1c(Br)cnn1C,2,12,-4,-6,-10,-8,1,-1,0
CN(C)C(CNC(=O)c1ccc2nc[nH]c2c1)c1ccccc1 (stereo not drawn),-4,2,1,-4,5,6,-15,0,7
COc1cc(NCc2ccccc2)c2ncn(Cc3ccccc3)c2c1,6,24,0,-3,9,13,66*,-6,-5
Cn1cc(CC(=O)Nc2cccc(C#N)c2)c2ccccc21,13,21,-6,-13,12,2,-13,-3,-4
O=C(c1ccc2c(=O)n(Cc3ccc(Cl)cc3)c(=S)[nH]c2c1)N1CCOCC1,16,13,0,-5,-4,-1,2,-2,-1
O=C(CCN1C(=O)/C(=C/c2ccccc2Cl)SC1=S)NCCc1ccc(O)cc1,8,12,3,-4,-10,-1,-5,-5,5
Cc1ccc(CN(N=Nc2nonc2N)c2nonc2N)c(C)c1,0,19,2,-11,4,5,19,-2,0
COc1ccc(-c2cn3c(C)c(C(=O)NCc4ccc5c(c4)OCO5)sc3n2)cc1,-3,-10,-1,-4,0,-3,7,-1,4
O=C(O)CC/C(=C\c1cc2c(cc1Br)OCO2)c1nc2ccccc2s1,2,-241,-3,-4,11,2,15,0,5
O=C(CSCC(=O)OCC(=O)c1ccc(Br)cc1)Nc1cccc2ccccc12,-3,6,-1,-3,12,5,-6,-2,-2
Cc1cc(C(=O)NNC(=S)Nc2ccccc2)nn1C,-6,18,1,-22,-3,-5,-6,-2,-7
S=C(NCc1ccc(Cl)cc1)Nc1ccc(Cl)cc1Cl,15,3,3,-11,-3,-9,-5,-6,-5
CCC(=O)N1CCc2cc(S(=O)(=O)N3CCN(c4ccccc4)CC3)ccc21,-2,8,1,1,-5,-5,1,-3,0
CNC(=S)N/N=C/c1ccc(-c2ccc(Cl)c([N+](=O)[O-])c2)o1,4,33*,0,14,3,-5,3,-2,14
Cc1ccccc1C1CC(c2ccc(Br)cc2)Nc2nc(N)nn21 (stereo not drawn),2,-264,0,-10,-14,9,-11,5,-10
CC1CCCN(Cc2nc3c(c(=O)n(C)c(=O)n3C)n2Cc2c(F)cccc2Cl)C1 (stereo not drawn),5,4,-3,-2,-3,-4,-4,-5,4
COc1ccc(C(=O)COc2ccc3c(C)cc(=O)oc3c2)cc1,1,-213,0,-2,-7,0,7,1,-5
CC1CCCN(C(=S)Nc2ccc(Nc3ccccc3)cc2)C1 (stereo not drawn),-10,14,2,-18,0,-3,6,-4,-13
COc1ccc(OC)c(NC(=S)N2c3ccccc3CC2C)c1 (stereo not drawn),-12,8,-4,-11,7,9,32,-3,-3
CC1CCCCN1C(=O)CSCC(=O)Nc1nc(-c2cccs2)cs1 (stereo not drawn),8,25,2,-4,7,0,6,-1,7
Cc1cc(C)cc(OCC(=O)Nc2nonc2NC(=O)COc2cc(C)cc(C)c2)c1,-20,10,-1,-25,-2,-1,9,1,-2
COC(=O)c1ccc(CNCC(=O)Nc2ccc(C(=O)OC)cc2)cc1,-11,14,1,-22,-11,1,-7,-1,-11
Cc1ccc(C(=O)NC2CC3CCCC(C2)N3C(=O)NC2CCCCC2)cc1 (stereo not drawn),7,.,.,-11,5,.,.,2,-3
CCN(Cc1ccccc1)S(=O)(=O)c1ccc(OC)c2ncccc12,-1,11,2,1,13,-2,-17,6,-4

# Only HKDC1 inh, for some of the entries so far:
molecule	HKDC1 inh
CCN(Cc1ccccc1)S(=O)(=O)c1ccc(OC)c2ncccc12	-2
COc1ccc(C(=O)COc2ccc3c(C)cc(=O)oc3c2)cc1	0
CC1CCCCN1C(=O)CSCC(=O)Nc1nc(-c2cccs2)cs1 (stereo not drawn)	0
Cc1ccccc1C1CC(c2ccc(Br)cc2)Nc2nc(N)nn21 (stereo not drawn)	9

# Ordered by the number under UBC13 polyUb (largest number first): three from the list above.
Molecule	UBC13 polyUb	SENP1 inh	SENP6 block	SENP7 block	HKDC1 inh	PfG6PD inh
Cc1ccc(C(=O)NC2CC3CCCC(C2)N3C(=O)NC2CCCCC2)cc1 (stereo not drawn)	7	.	-11	5	.	.
CCN(Cc1ccccc1)S(=O)(=O)c1ccc(OC)c2ncccc12	-1	2	1	13	-2	-17
COc1ccc(OC)c(NC(=S)N2c3ccccc3CC2C)c1 (stereo not drawn)	-12	-4	-11	7	9	32

# Going on with the list:
SMILES,UBC13 polyUb,SENP8 block-1,SENP1 inh,SENP6 block,SENP7 block,HKDC1 inh,PfG6PD inh,beta cell repl,SENP8 block-2
CCc1ccc(NC(=O)C2CCN(S(=O)(=O)c3c(C)noc3C)CC2)cc1,5,15,1,-3,2,-4,8,-3,5
O=c1[nH]c(/C=C/c2ccc3c(c2)OCO3)c([N+](=O)[O-])c(=O)[nH]1,-4,.,.,-11,1,.,.,-1,-4
Cc1ccc(NS(=O)(=O)c2ccc(-n3cccn3)cc2)nc1,7,-295,1,-5,2,-3,-4,-3,-2
CCOC(=O)[C@@H]1[C@H]2COc3ccc(Br)cc3[C@H]2N2C(=O)N(c3ccc(C)cc3)C(=O)[C@@]12C,4,30,0,-11,5,3,0,-2,-3
O=C(Cn1cc2c(n1)CCCC2)NCc1cccc(Cl)c1,3,4,1,-12,-10,-4,10,-3,7
Cc1c(O)c(CN(C)C)cc2c1oc(=O)c1ccccc12,26,-115,7,-20,0,-2,15,4,-1
COc1cccc(NC(=O)CNC(=O)c2ccc(F)cc2)c1,-1,11,2,-3,2,-1,-25,-1,5
CC(C)(C)c1ccc(OCCSc2nc3ccccc3n2CC(=O)O)cc1,0,3,1,0,-1,-2,-9,-3,6
CCOCc1nnc(NC(=O)C2CCN(C(=O)C3CC(=O)N(c4ccc(C)cc4)C3)CC2)s1 (stereo not drawn),-4,12,-2,0,-7,-4,-18,-3,-13
CCNC(=O)CSc1nnc(-c2ccc(OC)cc2)n1CC(C)C,-6,4,5,2,10,-7,0,2,7
O=C(c1cccc(Cl)c1)N1CCN(Cc2c[nH]c3ccccc23)CC1,9,11,-2,-13,6,-4,-8,0,2
O=C(CCc1nnc(COc2ccccc2)o1)NCc1ccccc1C(F)(F)F,0,-4,-7,-13,12,-1,7,-4,4
CC(C)C[C@H](NC(=O)[C@@H]1Cc2ccccc2CN1C(=O)OC(C)(C)C)C(=O)NCC1CCC(C(=O)O)CC1 (stereo partly drawn),7,31,0,0,-3,-7,-18,0,4
COc1ccc(NS(=O)(=O)c2cn(C)cn2)cc1OC,-6,15,1,-3,30,-5,-12,-2,-2
CCOc1ccccc1N(C(C)=O)S(=O)(=O)c1ccc(Cl)cc1,6,17,2,0,4,-9,9,2,3
CCN(CC)CCN(C(=O)c1ccc([N+](=O)[O-])cc1)c1nc2ccc(OC)cc2s1,1,18,-1,-20,-2,2,-11,0,2
COc1ccc(C=O)cc1OC1C=CCCC1 (stereo not drawn),-6,15,-2,7,-8,-1,2,2,1
COCCCn1c(SCC(=O)NC(C)C)nnc1-c1ccccc1,-4,14,3,-17,11,-4,-9,-3,2
C#CCn1c(=NC(=O)c2ccco2)sc2cccc(Cl)c21,-2,-422,-3,0,-3,-6,12,-1,-8
CC(=O)N=C1SC2CS(=O)(=O)CC2N1c1cccc(Cl)c1Cl (stereo not drawn),5,22,1,-6,0,3,-11,0,-1
Cc1ccc(-n2cnnn2)c2cccnc12,-11,-2,1,-14,-5,-4,-21,-2,-15
Cc1cc(NC(=O)CN2C(=O)NC(c3ccccc3)(c3ccc(C)c(C)c3)C2=O)no1 (stereo not drawn),-7,6,2,-18,-11,-2,18,-3,-7
O=C(N/N=C/c1ccc(F)cc1)c1cc(-c2ccccn2)nc2ccccc12,-10,8,1,2,8,-5,-11,2,4
CC(=O)OCc1nc2sc(C)c(C)c2c(=O)[nH]1,3,10,0,-4,1,3,15,-1,0
CCN(c1ccccc1)S(=O)(=O)c1ccc(N)c(OC)c1,4,11,2,4,8,-5,-4,0,9
COCCn1nnnc1CN1CCSCC1,6,4,-2,4,-6,-7,15,0,-5
Cc1cccc(-n2c(=O)cc(N3CCN(c4ccc(F)cc4)CC3)[nH]c2=O)c1,-10,22,-1,2,8,2,-4,-1,-4
COc1ccc(Cl)cc1NC(=O)CN(C)CC(=O)Nc1ccccc1C(F)(F)F,25,14,2,-4,-7,1,17,-1,-7
COc1ccc2c(c1)CCc1c(C(=O)NCc3ccc(F)cc3)noc1-2,-6,-36,0,15,6,2,-10,1,-2
O=C(NCc1ccccc1)c1cccc(NC(=O)c2ccccc2)c1,.,14,1,.,.,-1,10,.,.
c1ccc(-c2nnc3ccc(N4CCCC4)nn23)cc1,0,-44,2,-8,-6,0,3,5,0
N#CC1=C(N)SC(C(=O)c2ccccc2)C1c1cccs1 (stereo not drawn),6,-4,-2,0,1,3,-2,-3,-2
CC(C)(C)c1ccc(C(=O)NNC(=O)c2cccc(-n3cnnn3)c2)cc1,6,20,0,-6,3,-2,-12,-4,-6
CN1CCN(C(=O)c2ccccc2Nc2ccc(SC(F)F)cc2)CC1,9,-9,-3,-5,-2,0,1,0,-2
CCOc1ccc(NS(=O)(=O)c2ccc(-c3coc(C)n3)cc2)cc1,-3,6,-1,5,-3,-1,-5,-2,-7

# Rows are unselected. About 4% of those tested had a hit in this group.
